Compound activity from PubChem.
LMPTP inh = LMPTP (human) inhibition; P24666; recombinant LMPTP-A, OMFP fluorogenic substrate, fluorescence intensity; inhibition, % at 20 µM; 0.22% of 360,000 active; AID 651560;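 active = compounds that cut the enzyme signal by at least half of the control window in the single-dose screen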;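 note: plate controls were DMSO wells with enzyme plus substrate for no effect and substrate without enzyme for full effect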
Target sequence (P24666 whole entry, looked up): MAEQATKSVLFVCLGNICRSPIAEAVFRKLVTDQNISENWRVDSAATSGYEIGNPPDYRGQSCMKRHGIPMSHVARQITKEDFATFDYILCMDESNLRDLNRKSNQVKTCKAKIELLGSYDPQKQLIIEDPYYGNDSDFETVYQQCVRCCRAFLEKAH
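Assay system: LMPTP-A phosphatase enzyme | Input: 0.625 nM enzyme | Also added: Fluorogenic phosphatase substrate OMFP at 400 µM final | Compound dosing: One test concentration per compound, 20 µM, with 3% DMSO overall | Schedule: 50 min enzyme reaction at room temperature, protected from light | Signal: Fluorescence intensity | Benchmarks: no-enzyme and uninhibited controls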
STEP inh = inhibitors of human striatal-enriched phosphatase STEP; recombinant STEP, OMFP fluorogenic substrate, fluorescence; inhibition, % at 20 µM; 0.25% of 360,000 active;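 active = inhibition at 20 µM, scaled per plate between control wells, above about 37%, limit read from the data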;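 note: 0% = DMSO with enzyme and substrate and 100% = substrate only without enzyme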
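System: STEP phosphatase, cell-free reaction; Buffer or medium: Bis-Tris pH 6.0 buffer with DTT, detergent; Incubation: 20 min at room temperature, dark; Measured by: fluorescence, 480/540 nm.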
SUMO1-SIM PPI = alters human SUMO1 binding to SIM partners; inhibition, % at 20 µM; 0.33% of 360,000 active; AID 602429; P63165; SUMO1 binding to a labelled peptide, TR-FRET, 1 h; in the data active = inhibition above about 37%
Target sequence (P63165 whole entry, looked up): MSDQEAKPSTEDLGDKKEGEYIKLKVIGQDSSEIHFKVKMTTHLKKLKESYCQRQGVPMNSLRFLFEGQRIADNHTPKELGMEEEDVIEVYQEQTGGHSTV
MsrA inh = inhibitors of bovine MsrA; 0.75% of 360,000 active; inhibition, % at 15.5 µM; purified bovine MsrA, absorbance read-out; in the data active = inhibition above about 4.5%;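 note: 0% = vehicle wells with enzyme and 100% = reference inhibitor wells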
NadD inh = inhibitors of Staphylococcus aureus NadD. purified NadD enzyme, colorimetric absorbance read-out. inhibition, % at 20 µM. 0.78% of 360,000 active. AID 602399; in the data active = inhibition above about 26%; note: some compounds past the cut are filed as inactive
CSN deneddyl inh = CSN deneddylation inhibition | Purified CSN, SCF-Nedd8-OG deneddylation, fluorescence polarization | 0.38% of 360,000 active | Q92905 | inhibition, % at 12.5 µM;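 active = pattern-corrected inhibition above about 35%, with an unprinted fluorescence ratio check between 0.5 and 1.5, limit read from the data, passing the limit was not always enough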;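 note: 0% = enzyme with substrate and 100% = substrate without enzyme; some results filed as inactive read as strong as hits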
Target sequence (Q92905 whole entry, looked up, one chain of several): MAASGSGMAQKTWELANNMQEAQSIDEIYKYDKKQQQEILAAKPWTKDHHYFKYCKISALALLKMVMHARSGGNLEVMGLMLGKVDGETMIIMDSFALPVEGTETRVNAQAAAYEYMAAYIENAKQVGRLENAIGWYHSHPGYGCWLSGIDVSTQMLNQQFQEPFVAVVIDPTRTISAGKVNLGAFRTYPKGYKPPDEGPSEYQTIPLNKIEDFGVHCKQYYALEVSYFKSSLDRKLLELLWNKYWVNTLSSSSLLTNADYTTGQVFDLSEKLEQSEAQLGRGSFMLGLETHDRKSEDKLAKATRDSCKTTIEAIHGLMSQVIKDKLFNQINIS
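Test system: Human Csn5 produced in HEK293T cells | Compound: 12.5 µM single point | Times: 90 min, room temperature | Signal: Fluorescence polarization readout | Read-out basis: % inhibition of substrate cleavage by Csn5 | Controls: no-enzyme wells high, enzyme-with-substrate wells low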
Scp-1 inhibitor = Scp-1 (human) phosphatase inhibition | AID 493091 | Recombinant Scp1, phosphopeptide, malachite green phosphate absorbance | 0.88% of 340,000 active | inhibition, % at 20 µM | Q9GZU7;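 active = inhibition above about 50% at 20 µM, limit read from the data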;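 note: plate controls were DMSO wells with enzyme for no effect and wells lacking enzyme for full effect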
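Incubation: 45 min enzyme reaction at room temperature / System: truncated SCP-1 phosphatase (76-261aa) / Reagent: Phospho 17-mer peptide substrate / Buffer or medium: Acidic Tris acetate buffer with magnesium and detergent / Signal: absorbance at 630 nm / Doses: one concentration, 20 µM, with 1.0% DMSO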
Rpn11 inh = blocks the human proteasome subunit Rpn11; O00487; human 26S proteasome, Ub4-pepOG fluorescence polarization; 20S core pre-blocked with epoxomicin; calls only at 20 µM; 0.59% of 360,000 active; AID 588493;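 active = inhibition at 20 µM, scaled to each plate's controls, above about 33%, limit read from the data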
Target sequence (O00487 whole entry, looked up): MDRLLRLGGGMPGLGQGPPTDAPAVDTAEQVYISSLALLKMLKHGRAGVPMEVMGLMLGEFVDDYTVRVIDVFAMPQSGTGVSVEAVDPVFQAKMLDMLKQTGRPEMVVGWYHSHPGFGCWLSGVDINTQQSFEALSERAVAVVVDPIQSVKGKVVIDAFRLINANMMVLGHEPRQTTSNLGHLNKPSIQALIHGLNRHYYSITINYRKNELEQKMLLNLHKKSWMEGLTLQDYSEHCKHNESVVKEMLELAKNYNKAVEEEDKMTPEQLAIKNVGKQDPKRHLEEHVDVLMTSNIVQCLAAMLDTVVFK
DNMT1 inh = DNMT1 (human) enzyme inhibition. DNMT1 molecular beacon, Hinp1I cleavage, fluorescence. 0.83% of 360,000 active. P26358. inhibition (reported as % activation of signal), % at 10 µM; in the data active = inhibition above about 50%
TbMetRS inhib = Trypanosoma brucei MetRS inhibition; purified T. brucei MetRS, ATP depletion, Kinase-Glo luminescence; inhibition, % at 11.9 µM; 0.4% of 360,000 active; AID 624268;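 active = inhibition above a per-plate cutoff of the control wells' mean inhibition plus 3 SD, cut at about 5.5% in these data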;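 note: 0% = DMSO wells median and 100% = median of wells with control inhibitor compound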
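System: purified T. brucei MetRS enzyme / Detection: Kinase-Glo luciferase luminescence reporting remaining unconsumed ATP / Medium: HEPES buffer with MgCl2, KCl, DTT, spermine, BSA, pyrophosphatase / Replication: singlicate, one well per compound / Evaluation: percent inhibition relative to median high and low control wells / Schedule: 2 h aminoacylation at 25 °C after 15 min preincubation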
* hit, by the source's call; i = inactive; nt = no result given.

mol,NadD inh,STEP inh,Scp-1 inhibitor,Rpn11 inh,LMPTP inh,DNMT1 inh,SUMO1-SIM PPI,TbMetRS inhib,MsrA inh,CSN deneddyl inh
O=C(Nc1ccccc1N1CCN(C(=O)c2ccc(Cl)cc2)CC1)c1cccc(F)c1,-3,2,-2,i,4.2,1,5,-0.5,1.8,-2
COc1ccc(C2CC(=O)c3c([nH]c(C(=O)OC(C)C)c3C)C2)cc1OC (configuration not stated),-3,-4,-8,i,0.7,-6,-2,-0.1,1.0,-1
COc1ccc(-c2noc(-c3ccccc3C(=O)Nc3cccc(OC)c3)n2)cc1,-12,1,-17,i,4.8,-9,-1,-0.5,0.2,1
COC(=O)c1ccc(NC(=O)c2ccc3nsnc3c2)cc1,0,1,-1,i,0.3,-2,-29,-0.3,-0.6,0
COCCCN(C(=O)c1ccco1)c1nc(-c2ccc(OC)cc2)cs1,-3,-1,-12,i,3.0,-5,7,-1.4,-1.1,1
CCOc1ccccc1NC(=O)Cn1c(=O)oc2cc(Cl)ccc21,-9,-2,-3,i,-0.6,-4,-4,-1.3,-0.4,2
Cc1ccc(/C=N/NC(=O)CSc2nc3ccccc3s2)o1,-3,-4,-2,i,-1.9,-1,-2,0.5,0.9,-2
O=C(Nc1cccc(F)c1)Nc1cccc(Cl)c1,-6,-2,3,i,3.0,-1,1,0.4,0.5,-6
CC(NS(=O)(=O)c1ccc2c(c1)OCCO2)c1ccccc1 (configuration not stated),-5,-1,-9,i,-1.1,-1,0,-0.7,-0.3,6
COC(=O)c1cc(C(=O)NCc2ccc3c(c2)OCO3)cc([N+](=O)[O-])c1,-3,3,0,i,1.4,3,-39,-0.1,0.9,1
Nc1ccc2c(c1)[nH]c(=O)c1cc(N)ccc12,4,-1,nt,i,4.9,-11,-1,0.0,2.0,2
Cc1cc(C)cc(NC(=O)COC(=O)CCc2ccc(S(=O)(=O)N3CCOCC3)cc2)c1,-7,2,-15,i,-0.8,0,-2,-0.5,-0.8,-1
CNc1nc(Sc2ccc(C)cc2)cc(C(F)(F)F)n1,-12,4,2,i,1.5,13,0,-1.8,-0.5,-1
CC1(C)CC(NS(=O)(=O)c2ccc(S(N)(=O)=O)cc2)CC(C)(C)N1,-4,-1,nt,i,-1.5,0,-2,-1.3,-1.1,2
CCCCOc1ccc(C(=O)OCC(=O)N2CCCCCC2)cc1,-4,0,-12,i,0.1,-1,-2,0.2,-0.8,-3
CC(C)(C)c1cc(C(=O)O)n(Cc2ccc(Cl)cc2Cl)n1,-3,1,-13,i,-0.2,3,49*,0.9,-0.6,1
O=C1NC(Cc2ccccc2)c2nc3ccc(Cl)cc3c(=O)n2-c2ncccc21 (configuration not stated),2,0,nt,i,-2.1,1,-1,-0.5,1.8,-2
COc1cccc(/C=C/c2n[nH]c(=O)c(C#N)c2C)c1,1,-3,-5,i,-2.9,-2,-34,0.0,2.3,7
O=c1oc2c(O)cccc2cc1-c1nc2ccccc2[nH]1,0,3,9,i,66*,63*,-4,-0.6,0.5,-19
COc1ccc(CN2CN(C(C)C)CSC2=S)cc1,-4,2,-10,i,-0.6,-1,2,-1.0,-0.5,-7
Cc1cc(C)c(S(=O)(=O)N2CCCC(C(=O)NCc3ccncc3)C2)c(C)c1 (configuration not stated),-4,2,-2,i,-0.7,4,-2,-0.5,-1.0,-3
CN1CC=C2C(C#N)=C(N)C(C#N)(C#N)[C@H](c3cccc(Cl)c3)C2C1 (some centres not stated),8,-1,2,i,-0.5,-12,-2,-0.7,-0.1,-13
O=C(N/N=C/C1CC=CCC1)c1cc2ccccc2cc1O (configuration not stated),7,4,-4,i,0.4,-15,1,0.9,0.8,6
COc1ccc(C(=O)OCC(=O)Nc2ccc(Cl)cn2)cc1,0,1,-3,i,-1.6,15,2,-1.4,0.4,-3
CSCCC(C(=O)NC1=NCCS1)N1C(=O)c2ccccc2C1=O (configuration not stated),10,-3,-4,i,1.3,0,-2,0.1,0.7,3
COc1ccc(S(=O)(=O)N2CCN(C(=O)c3cc(-c4ccc(C)cc4)n[nH]3)CC2)cc1,6,1,-8,i,2.6,-4,2,0.2,1.4,-3
COc1ccc(C(CNC(=O)c2ccc(C)o2)N2CCOCC2)cc1 (configuration not stated),2,4,-8,i,-0.8,-3,7,0.1,-0.1,5
Cc1nc2c(C)cccc2cc1C(=O)N/N=C/c1ccc(N(C)C)cc1,9,-1,-17,i,1.1,-9,-9,0.0,2.5,2
Cc1cccc(C)c1NS(=O)(=O)c1ccc(-c2ccc(=O)[nH]n2)o1,-1,2,-3,i,-0.3,-1,-4,-0.4,2.4,1
COC(=O)c1ccc(/C=N\N2CCN(c3ccccc3)CC2)cc1,5,2,-4,i,0.7,25,-3,0.0,1.0,3

Just Rpn11 inh, Scp-1 inhibitor and NadD inh, for some of the entries so far:
smiles	Rpn11 inh	Scp-1 inhibitor	NadD inh
COc1ccc(C(CNC(=O)c2ccc(C)o2)N2CCOCC2)cc1 (configuration not stated)	i	-8	2
COc1ccc(C(=O)OCC(=O)Nc2ccc(Cl)cn2)cc1	i	-3	0
COc1ccc(S(=O)(=O)N2CCN(C(=O)c3cc(-c4ccc(C)cc4)n[nH]3)CC2)cc1	i	-8	6
O=c1oc2c(O)cccc2cc1-c1nc2ccccc2[nH]1	i	9	0

Next structures follow:
mol,NadD inh,STEP inh,Scp-1 inhibitor,Rpn11 inh,LMPTP inh,DNMT1 inh,SUMO1-SIM PPI,TbMetRS inhib,MsrA inh,CSN deneddyl inh
O=C(Nc1nc(-c2ccccn2)cs1)C1CC(=O)N(c2ccc3c(c2)OCCO3)C1 (configuration not stated),16,0,-1,i,20,6,11,-1.2,1.5,5
O=C(O)C1=NN(c2c(F)c(F)cc(F)c2F)C(=O)CC1,-2,-4,-9,i,-0.6,2,1,-0.1,-1.1,-5
CCOc1ccc(NC(=S)N/N=C(\C)Cc2ccc(OC)cc2)cc1,-1,2,-5,i,-1.7,-1,-1,-0.3,0.1,3
CCc1nc2c(c(=O)[nH]1)C1(CCCC1)Cc1ccccc1-2,5,5,0,i,0.1,2,-1,-0.3,-0.1,-2
CCCCC1NC(=S)N(C2CCCCC2)C1=O (configuration not stated),-6,-2,-9,i,-0.7,-1,0,-0.3,-1.0,1
c1ccc2c(-c3[nH]ncc3CNCCCn3ncc4ccccc43)cccc2c1,-2,2,1,i,0.9,-4,0,-0.7,1.0,-1
Cc1cccc(NC(=O)Cn2c(O)c(N=NC(N)=S)c3ccccc32)c1,19,0,-2,i,0.5,0,-8,0.6,1.4,-1
Cc1ccc(S(=O)(=O)NC(=O)NN2CCCCCC2)cc1,-2,-3,-16,i,-1.6,2,2,-0.6,-1.6,2
Cc1cc(F)ccc1-c1cc(C(=O)Nc2ccc(F)cc2)[nH]n1,-1,6,nt,i,5.5,12,4,0.1,-0.4,4
COc1ccc(C2CC(c3ccccc3)Nc3nc(NC(=O)c4cccs4)nn32)cc1 (configuration not stated),20,0,19,i,-0.2,1,3,-0.9,0.5,0
S=c1[nH]nc(-c2cc(-c3ccccc3)n[nH]2)n1/N=C/c1ccc(Cl)cc1,26*,2,-4,i,0.8,36,3,-0.5,0.3,1
CCOc1ccc(S(=O)(=O)c2c[nH]c3ccccc3c2=O)cc1,-3,-1,-9,i,0.0,-3,-10,13*,0.1,0
Cc1ccc(NC(=O)CCN2C(=O)c3ccccc3Sc3ncccc32)cc1,0,-1,3,i,-0.6,-1,-1,-0.7,-0.3,0
CCN(CC)S(=O)(=O)c1ccc(C(=O)NC2=C(C(=O)OC)SCC2)cc1,-5,2,-4,i,1.1,0,-18,0.3,1.5,4
O=C(Cn1cnc2c(nnn2-c2ccccc2)c1=O)NCC1CCCO1 (configuration not stated),-1,-1,6,i,1.4,0,3,-1.1,0.5,-4
CCCCNC(=O)[C@H]1N2C(=O)c3c(ccc(OC)c3OC)C2SC1(C)C (some centres not stated),0,-2,-10,i,-0.8,0,0,0.7,-1.1,2
COc1ccc([N+](=O)[O-])cc1N(CC(O)CN1CCOCC1)S(=O)(=O)c1ccccc1 (configuration not stated),-4,-2,-10,i,-0.3,1,-4,0.2,0.7,3
CCN(C(=O)COC(=O)Cc1coc2cc(C)ccc12)c1c(N)n(Cc2ccccc2)c(=O)[nH]c1=O,2,-2,10,i,-0.6,1,6,0.1,0.7,-2
Cc1ccc(Oc2ncccc2/C=N/O)cc1,-9,-2,-10,i,-1.6,1,-2,-0.4,1.4,5
N#CC1=C(S)N=C(N)C(c2nc(-c3ccccc3)cs2)C12CCCC2 (configuration not stated),52*,2,3,i,1.4,-12,3,1.7,1.1,13
O=C(/C=C/Nc1ccc(F)cc1Br)c1ccccc1,-4,2,-1,i,-2.4,5,-4,-0.5,2.4,-17
CC(=O)N1c2ccc(S(=O)(=O)N3CCC(C(=O)N4CCN(c5ccccc5)CC4)CC3)cc2CC1C (configuration not stated),14,1,-5,i,-1.1,-3,17,-0.4,0.4,0
O=C(NCC1COc2ccccc2O1)C1CCCN(S(=O)(=O)c2cccc3nsnc23)C1 (configuration not stated),0,-4,-5,i,0.1,-3,-24,-0.1,0.0,-5
Cc1ccc(-c2nnn(CC(=O)NC(=O)NC3CCCCC3)n2)cc1,-2,0,-8,i,2.7,-2,-3,-0.3,-1.1,-2
CCN1CCCC1CNS(=O)(=O)c1ccc(F)c(Cl)c1 (configuration not stated),-9,0,-3,i,-0.2,1,-2,-0.7,-1.5,3
N/C(=N\OC(=O)CCCOc1ccccc1)c1cccc([N+](=O)[O-])c1,-7,-3,-18,i,0.6,0,-20,-0.1,0.1,5
COc1ccc(NC(=S)NNC(=O)C(C)n2nc(C)c([N+](=O)[O-])c2C)cc1 (configuration not stated),-1,-3,0,i,0.9,3,1,-1.3,-0.5,-6
Cc1cccc(NC(=O)CCNC(=O)c2ccccc2Cl)n1,-3,-2,-13,i,-0.4,1,2,-0.2,-0.8,0
